Screening results from PubChem BioAssay.
Sm TGR inh – blocks Schistosoma mansoni thioredoxin glutathione reductase | purified TGR, DTNB reduction, TNB absorbance 405 nm | Potency, µM (top dose mostly 114 µM), for inactives: at the top dose activity change, negative = inhibition, hits mostly inhibitors | hit rate 3% among 360,000; note: potency is the fitted concentration of half-maximal effect; nearly all actives have a fitted effect of over 60% in size
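Kinetic colorimetric format: TGR-catalysed, NADPH-driven DTNB reduction monitored via TNB absorbance. Enzyme dispensed at 20 nM; compound exposure 15 min at room temperature before reaction start.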
AMA1 RON2 block – disrupts binding of P. falciparum AMA1 to RON2; AlphaScreen AMA1-biotinylated RON2 peptide binding; Potency, µM (doses to about 58.2 µM), for inactives: top-dose activity change, negative = inhibition, usual class: inhibitors; hit rate 0.2% among 360,000; AID 720542;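 note: potency is the fitted concentration of half-maximal effect; 0% = vehicle wells and -100% = peptide control; nearly all actives have a fitted effect of over 45% in size; some results filed as inactive show a strong effect at the top dose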
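AMA1 (3D7) with his tag at 25 nM final met compounds first, then biotinylated RON2 peptide at 25 nM; detection used donor plus acceptor beads, 10 µg/mL apiece, read by AlphaScreen after 30 min at room temperature.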
AmpC detergent – AmpC beta-lactamase inhibition with detergent present. P00811. AID 485294. hit rate 0.041% among 370,000. AmpC hydrolysis of nitrocefin, absorbance 480 nm, 0.01% Triton. Potency, µM (highest dose often 114 µM), inactives show at the top dose activity change, negative = inhibition, most hits filed as inhibitors;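 note: potency is the fitted concentration of half-maximal effect; 0% = no-compound wells and -100% = no-enzyme wells; nearly all actives have a fitted effect of over 25% in size; some results filed as inactive show a strong effect at the top dose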
Target sequence (P00811 whole entry, looked up): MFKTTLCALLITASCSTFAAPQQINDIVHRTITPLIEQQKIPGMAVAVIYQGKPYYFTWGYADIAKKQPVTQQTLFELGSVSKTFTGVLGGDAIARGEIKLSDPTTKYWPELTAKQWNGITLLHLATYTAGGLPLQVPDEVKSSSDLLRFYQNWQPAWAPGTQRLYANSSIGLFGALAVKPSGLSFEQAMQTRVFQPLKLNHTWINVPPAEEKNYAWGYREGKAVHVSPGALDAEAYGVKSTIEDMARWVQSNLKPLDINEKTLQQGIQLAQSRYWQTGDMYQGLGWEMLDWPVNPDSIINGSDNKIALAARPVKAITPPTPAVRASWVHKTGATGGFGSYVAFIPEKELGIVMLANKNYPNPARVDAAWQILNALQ
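AmpC (5.3 nM in the dispensed reagent) in 20 mM phosphate pH 7.0 with 0.01% (detergent screen) or 0.0001% Triton X-100 was preincubated with compounds for 15 min at room temperature. Nitrocefin was then added from an 800 uM solution, and hydrolysis was followed at 480 nm.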
FBPA Giardia inh – inhibitors of Giardia lamblia fructose-1,6-bisphosphate aldolase; purified Giardia FBPA; Potency, µM (series often up to 59.6 µM), without a hit: at the highest dose activity, negative = inhibition, most hits filed as inhibitors; A8B2U2; AID 2451; hit rate 0.71% among 290,000; note: potency is the fitted concentration of half-maximal effect; nearly all actives have a fitted effect of over 55% in size
Target sequence (A8B2U2 whole entry, looked up): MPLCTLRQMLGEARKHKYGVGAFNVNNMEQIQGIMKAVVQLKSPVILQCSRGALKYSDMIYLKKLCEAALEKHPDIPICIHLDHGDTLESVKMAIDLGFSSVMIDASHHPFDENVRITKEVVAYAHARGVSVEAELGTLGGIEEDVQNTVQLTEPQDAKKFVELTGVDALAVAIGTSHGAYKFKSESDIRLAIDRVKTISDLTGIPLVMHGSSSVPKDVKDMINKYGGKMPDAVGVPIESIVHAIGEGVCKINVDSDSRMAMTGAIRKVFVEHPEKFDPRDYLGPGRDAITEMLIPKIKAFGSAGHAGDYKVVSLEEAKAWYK
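Giardia FBPA (40 nM reagent) was preincubated 10 min at RT with compound (up to 57.5 uM final), then substrate plus GAPDH/TPI/NAD/arsenate coupling system with diaphorase/resazurin was added; resorufin fluorescence (525/598 nm) was read after 20 min.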
AmpC inh no detg – inhibitors of E. coli AmpC beta-lactamase without detergent | AmpC nitrocefin hydrolysis, absorbance 480 nm, 0.0001% Triton | Potency, µM (titrated, usually from 57.1 µM), without a hit: top-dose activity change, negative = inhibition, usual class: inhibitors | hit rate 0.52% among 330,000 | AID 485341;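 note: potency is the fitted concentration of half-maximal effect; plate controls were no compound for no effect and no enzyme for full effect; nearly all actives have a fitted effect of over 20% in size; some results filed as inactive show a strong effect at the top dose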
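20 mM phosphate pH 7.0 + 0.01% (detergent screen) or 0.0001% Triton X-100; 5.3 nM AmpC reagent; cpd preinc 15 min RT; nitrocefin (800 uM stock) to start; A480 q20 s × 4 min; Activity was normalised to no-enzyme and no-compound control wells.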
HCMV antiviral – inhibitors of human cytomegalovirus; AID 1259415; hit rate 4.5% among 410,000; activity change, negative = inhibition, % at 57.5 µM; HFF cells, HCMV-luciferase reporter, 72 h; active compounds read low; in the data active = activity change below about -60%; inconclusive = no clear call, values can overlap the other calls; inactive = above about -39%
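Screen run at 2 compound doses on HFFs infected with reporter HCMV, MOI 1 PFU/cell. Luciferase activity from cell lysates at 72 h post infection gave inhibition relative to buffer-only and Salinomycin wells.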
* = called active by the depositor; ? = inconclusive; . = no result given; & = joins results of further samples; [ ] = remark or other dose. Unless noted, calls come from the whole dose curve; as a rule, active = well fitted curve in the direction sought with a large enough effect; inconclusive = small, poorly fitted or top-dose-only effect, or another doubt; inactive = no such curve, though single readings can be large; an effect the other way counts as inactive or inconclusive. Unless noted, % is set by controls: 0 for no effect and ±100 for the full control effect.

Results follow in this order: Sm TGR inh	AMA1 RON2 block	AmpC detergent	FBPA Giardia inh	AmpC inh no detg	HCMV antiviral
- COc1ccc(NC(=O)CN(C)C(=O)c2ccccc2Sc2ncnc3sc(C)c(C)c23)cc1
→ 2%	-17%	3%	.	134%[activator]	-15
- O=c1c2cc(N3CCOCC3)ccc2[nH]c(=S)n1Cc1ccccc1Cl
→ -8%	53%[activator]	-9%	-20%	-1%	22
- CS(=O)(=O)NCCNC(=O)c1cc(OCC(F)(F)F)ccc1OCC(F)(F)F
→ 17%	-7%	-13%	-1%	-7%	-13
- Cc1ccc(NN=C2C(=O)OC(C)(C)OC2=O)c(C)c1
→ -11%	-17%	?	-1%	0%	18
- COc1ccc2sc(-c3ccccc3OC)c(C#Cc3cncn3C)c2c1
→ .	6%	.	.	118%[activator]	-30
- Clc1ccc(C2=NCCn3nc4ccccc4c32)cc1
→ ?	-1%	-7%	.	26%	13
- Cc1c(Cl)cccc1NC(=O)c1noc2c1CCCC2
→ 3%	.	21%	.	.	-5
- CC1=NN(c2ccc(C)cc2)C(=O)/C1=C/c1ccc(-c2cc([N+](=O)[O-])ccc2O)o1
→ ?	-23%	-11%	-3%	16µM*	?
- Cn1nnnc1SCC(=O)NCCc1ccc(Cl)cc1
→ 25%	-9%	-3%	16%	-1%	-18
- O=C(c1ccc2c(c1)N(Cc1ccccc1)CCS2)N1CCCCC1
→ -12%	?	-10%	14%	?	?
- CCC(=O)Oc1ccc2ccccc2c1CNC(=O)c1ccccc1
→ -3%	-9%	-1%	5%	-12%	-2
- O=C(CN1CCCCCC1)N1c2ccccc2Sc2ccc(C(F)(F)F)cc21
→ -3%	-2%	-2%	-25%	28%	-11
- O=C(COC(=O)CNC(=O)C1CCCCC1)Nc1ccc(Cl)cn1
→ 5%	2%	?	1%	-11%	-11
- O=C1c2ccccc2-c2c1cccc2C(=O)N(CCO)CCO
→ -8%	-10%	8%	1%	-17%	34
- COc1ccc(S(=O)(=O)NCCN2CCOCC2)cc1Br
→ 0%	4%	2%	-3%	-11%	-16
- O=C(NCCC(=O)N1CCCCC1)c1ccccc1Cl
→ -27%	-1%	4%	.	-9%	.
- O=C(COc1ncnc2ccccc12)N1CCOCC1
→ -21%[11.4 µM]	9%	-9%	3%	-8%	-19
- CC(C)n1c(NCc2ccc(Cl)cc2)nc2ccccc21
→ -3%	-14%	2%	1%	-28%	?
- COc1cc2[nH]c(=O)n(CCCCCC(=O)NCCCN3CCOCC3)c(=O)c2cc1OC
→ -3%	4%	?	0%	-16%	18
- O=c1c2ccccc2nc2n1CC/C2=C\c1ccccc1[N+](=O)[O-]
→ 0%	.	3%	0%	-10%	.
- COC(=O)N1CCN(c2ccc(C)c(C)c2)CC1
→ 15%	.	3%	11%	18%	.
- Cc1ccc2c3c1C(=O)C(=O)N3C(C)(C)CC2C (centres undefined)
→ 5%	-13%	-14%	-1%	-21%	?
- O=C(CN1CCOCC1)Nc1ccc([N+](=O)[O-])cc1
→ -17%	51%[activator]	?	10%	-9%	-15
- Cc1c(Cl)cccc1NC(=O)CSc1ncnc2c1cnn2CCO
→ 2%	1%	-9%	.	-10%	-13
- COc1cccc(NC(=O)CSC2=Nc3ccccc3C3=NC(CC(=O)NCc4cccs4)C(=O)N23)c1 (centres undefined)
→ 5%	.	6%	.	.	10
- O=C(NCc1ccco1)c1cc(-c2ccco2)on1
→ -19%	-7%	-10%	5%	-10%	63
- O=C(C1CCCN(S(=O)(=O)c2cccc3nonc23)C1)N1CCN(c2ccccc2F)CC1 (centres undefined)
→ -12%	.	-3%	.	.	7
- COc1ccc(OC)c(CC(=O)Nc2ccc3c(c2)CCC3)c1
→ 1%	?	-6%	4%	-19%	9
- CCOc1ccc(C=Nc2cccc3ncccc23)cc1
→ -5%	3%	-2%	?	-14%	12
- Cc1nc2ccc(C(=O)N3CCSCC3)cc2s1
→ 2%	1%	-5%	8%	-13%	40

Part of the list above in another layout:
SMILES,Sm TGR inh,AMA1 RON2 block,AmpC detergent,FBPA Giardia inh,AmpC inh no detg,HCMV antiviral
O=C1c2ccccc2-c2c1cccc2C(=O)N(CCO)CCO,-8%,-10%,8%,1%,-17%,34
COc1ccc(S(=O)(=O)NCCN2CCOCC2)cc1Br,0%,4%,2%,-3%,-11%,-16
O=C(NCCC(=O)N1CCCCC1)c1ccccc1Cl,-27%,-1%,4%,.,-9%,.

Later entries.
Results follow in this order: Sm TGR inh	AMA1 RON2 block	AmpC detergent	FBPA Giardia inh	AmpC inh no detg	HCMV antiviral
- Cc1cc(NC(=O)CSc2ccc3nnc(-c4cccc(F)c4)n3n2)no1
→ -1%	-1%	0%	-13%	-4%	53
- CCOc1cc(/C=N/NC(=O)CCc2n[nH]c(=O)[nH]c2=O)ccc1O
→ 2%	-12%	-10%	-1%	-13%	25
- Cc1cc(NC(=O)c2cc(-c3cccc(Cl)c3)on2)no1
→ 0%	14%	-16%	3%	-12%	-14
- COc1ccc(/C=N/NC(=O)CNC(=O)c2cccs2)cc1
→ -19%	13%[2.32 µM]	-8%	3%	-14%	-27
- CCOC(=O)C1CCCN(C(=O)CCCn2c(=O)c3cccn3c3cccnc32)C1 (centres undefined)
→ 3%	1%	-1%	.	19%	-13
- O=C(CSc1n[nH]c(-c2ccccc2Cl)n1)NC1CCCCC1
→ 1%	20%	1%	-13%	5%	?
- O=C(Cc1ccc(-n2c(=O)c3ccccc3n(Cc3ccccc3Cl)c2=O)cc1)NCC1CCCO1 (centres undefined)
→ 9%	-1%	1%	0%	34%[activator]	-14
- FC(F)(F)c1nc2ccccc2n1CCNc1nc(CN2CCCCC2)cs1
→ -8%	12%	-10%	-18%	-16%	-3
- CCCC(C(=O)NC(C)(C)C)N(Cc1ccccc1Cl)C(=O)c1snc(C(N)=O)c1N (centres undefined)
→ -11%	-2%	?	11%	-1%	-39
- CSc1ncccc1C(=O)Nc1nnc(C2CC2)s1
→ 11%	-14%	9%	-3%	-26%	-39
- Cc1cc(C(=O)NN=C2CC(=O)CC(C)(C)C2)c(C)o1
→ .	26%	.	.	-21%	-20
- COc1ccc(Cl)cc1NC(=O)CN(C)C(=O)c1ccc(-n2nc(C)cc2C)cc1
→ -27%	-3%	-1%	.	186%[activator]	0
- COc1cccc(NC(=O)c2ccc3c(=O)n4nc(Nc5ccccc5OC)sc4nc3c2)c1
→ 3%	.	25%	.	.	-35
- C=CCn1c(SCC(=O)c2cc(C)n(Cc3cccs3)c2C)nnc1-c1ccncc1
→ -31%	-21%	0%	-22%	85%[activator]	-25
- CCC12CC3CC(C1)CC(C(=O)NNC(N)=O)(C3)C2
→ -2%	-2%	-6%	2%	-1%	68
- Clc1ccc(C2=CSC3=Nc4cccc5cccc(c45)N23)cc1
→ -21%	-17%	?	-10%	-7%	-24
- O=C1N[C@@H](Cc2ccccc2)C(=O)N1CCN1CCOCC1
→ -12%	5%	?	3%	-12%	-9
- CC(=O)Nc1ccc(S(=O)(=O)Nc2c(C)n(C)n(-c3ccccc3)c2=O)cc1
→ 3%	10%	?	-6%	-5%	-13
- CCC1=C(OC(=O)N(CC)CC)N2C(=O)OC(=NCC3CC3)[C@]2(C)[C@H]2C1=CC[C@H]1C(=O)N(CC)C(=O)[C@H]12
→ -18%	2%	-5%	2%&7%	142%[activator]	10
- COc1ccc(S(=O)CC(=O)Nc2ccccc2Cl)cc1 (centres undefined)
→ 4%	19%	3%	0%	-2%	8
- CCC(C)(c1ccc(C=O)s1)c1ccc(C=O)s1
→ 0%	7%	?	0%	-21%	-8
- Cc1ccc(C(=O)N/C(=C\c2ccc(Cl)cc2)C(=O)NCCN2CCOCC2)cc1
→ 6%	13%	6%	1%	120%[activator]	8
- CCc1n[nH]c(=S)n1/N=C/c1cccc2ccccc12
→ -3%	68%[activator]	3%	18%	-23%	-17
- O=C(N/N=C\c1ccc(CNS(=O)(=O)c2ccc(Cl)cc2)o1)C(=O)Nc1ccc(Oc2ccccc2)cc1
→ -19%	5%	-14%	-1%	-14%	-99*
- Cc1ccc(CS(=O)(=O)CCC(=O)NCCC2=CCCCC2)cc1
→ 2%	-4%	7%	1%	-17%	10
- COc1ccccc1C(=O)NCCC(=O)NC(C)c1ccc(-n2ccnc2)cc1 (centres undefined)
→ -1%	-15%	-10%	.	24%	-18
- CC[n+]1c(/C=C/C=C/N(C(C)=O)c2ccccc2)sc2ccccc21
→ 40µM*	-29%	-15%	-27%	15%	?
- CCCc1cc(C(=O)Cc2ccccn2)c(O)cc1O
→ -4%	35%[activator]	0%	1%	-26%	13
- N#C/C(=C(/O)c1ccc(C(=O)c2ccccc2)cc1)c1nc2ccccc2[nH]1
→ 2%	21%	4%	-7%	-23%	-30
- CC(=O)NCC(=O)Nc1ccc(Br)cc1C(=O)c1ccccc1
→ 8%	?	-2%	3%	12%	39
- CCc1ccc2nc(N(Cc3cccnc3)C(=O)c3cccs3)sc2c1
→ 7%	.	1%	.	.	-61*
- NC(=O)c1ccc[n+](CC(=O)NCc2ccc(Cl)cc2)c1
→ -3%	2%	-5%	21%	-6%	-11
- Cn1c(-c2ccccc2)cnc1NCc1ccc(F)cc1
→ 0%	-24%	-8%	17%	-11%	141
- CCSc1ncc(Cl)c(C(=O)Nc2ccc(S(=O)(=O)Nc3ncccn3)cc2)n1
→ -10%&10%	0%	1%&-1%	.	-11%	10&5
- O=C1Nc2ccc([N+](=O)[O-])cc2C1(O)N1CCCCCC1 (centres undefined)
→ 6%	-2%	0%	1%	-25%	-12
- COc1cc(NC(=O)C(Cc2ccccc2)NS(=O)(=O)c2cccs2)cc(OC)c1 (centres undefined)
→ 0%	.	-6%	.	.	8
- COC(=O)c1ccc(-n2c(CCC(=O)O)ccc2-c2ccc(C)cc2)cc1
→ 28µM*	-3%	1%&23%	10%	-40%	17
- CN(CCCNC(=O)COc1cc(=O)n(C)c2ccccc12)Cc1ccccc1
→ 1%	-5%	-1%	5%	-1%	306
- O=C(NC1CCS(=O)(=O)C1)C1CCCC1 (centres undefined)
→ 1%	13%	?	.	-15%	2
- S=c1[nH]nc(-c2cccs2)n1/N=C/c1cn(-c2ccccc2)nc1-c1ccccc1
→ 4%	58%[activator]	-6%	-1%	4µM*	8
- Cc1cc(C)cc(C(=O)Nc2cccc(NC(=O)c3ccco3)c2)c1
→ 0%	-14%	-13%	.	-55%	-73*
- CCCCNC(=O)N(O)C1N(/N=C/c2cccs2)C(=S)SC1(C)C (centres undefined)
→ 14%	4%	5%	0%	-11%	24
- O=C(NC1CCC(O)CC1)c1cc(-c2ccco2)nc2ccccc12 (centres undefined)
→ 11µM*	?	0%	-15%	-22%	12
- Cc1cccc(-c2nnc(SCc3ccccc3)o2)c1
→ 12%	39%[activator]	-1%	2%	-8%	11
- Cc1cc(C)c(NC(=O)CCCn2c(=O)oc3ccccc32)c(C)c1
→ -16%	0%	-5%	.	-23%	0
- CC(=O)N1CCCc2cc(S(=O)(=O)N3CCCC(C(=O)Nc4cccc(Cl)c4C)C3)ccc21 (centres undefined)
→ 8%	.	2%	.	.	-20
